Source: PubChem BioAssay
HDAC3 inh = human HDAC3 inhibition. inhibition, % at 8.3 µM. 320,000 tested, 0.15% active. recombinant HDAC3, fluorogenic peptide/trypsin coupled, fluorescence. O15379; in the data active = inhibition above about 26%, passing the limit was not always enough; inconclusive = no clear call, values can overlap the other calls
GSK3beta inhib = inhibitors of human GSK3beta kinase. GST-GSK3beta kinase, ADP-Glo luminescence, 60 min; hits give low values. activity score (negative = inhibition), % at 10 µM. 300,000 tested, 0.038% active;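 active = more than half of replicate wells score below -50%, meaning over 50% inhibition versus plate controls; inconclusive = some replicates but at most half score below -50%; inactive = no replicate scores below -50%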;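 also: 0% = median DMSO wells and -100% = median GW8510 positive control wells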
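Assay system: GST-tagged human GSK3beta kinase, cell-free; Input: 1.6 ng GSK3beta; Medium: Tris/MgCl2 kinase buffer; Timing: 60 min enzyme reaction, room temperature; Signal: ADP-Glo luminescence quantifying ADP generated by kinase; Evaluation: score relative to plate controls; Benchmarks: DMSO neutral wells and GW8510 at 20 µM as positive.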
KCNQ1 act = potentiators or activators of human KCNQ1 potassium channel | P51787 | CHO-K1 KCNQ1, thallium flux FluxOR fluorescence; hits give high values | B-score at 10 µM | 310,000 tested, 0.35% active;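 active = fluorescence ratio B-score, a plate-corrected score, at least three library SD, with initial intensity B-score within 5 SD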
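System: Stable KCNQ1 CHO-K1 line | Incubation: 90 min dye loading and 20 min compound exposure, both at room temperature | Measure: Ratio B score | Medium: Assay buffer for compound exposure, DMSO matched across wells | Compound dosing: Single-concentration screen | Probe or stimulus: K+/Tl+ depolarizing stimulus | Measured by: Kinetic FluxOR fluorescence, 10 s baseline plus 110 s post-stimulus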
PolyA inh = yeast polyadenylation inhibition | S. cerevisiae SKY197-pL101 polyadenylation reporter, beta-gal luminescence; efflux-impaired pdr1/pdr3 knockout yeast; score 100 = 6 SD above DMSO | calls only at 12 µM | 300,000 tested, 0.02% active;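 active = lowest replicate activity score at least 50, where 100 means six control SD above control mean; inconclusive = lowest score under 50 but half or more replicates reach 50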;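 also: yeast exposed to compound for 9 h at 30 °C; higher score means more reporter readthrough which indicates perturbed polyadenylation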
KCNK3 inh = human KCNK3 channel inhibition, primary screen | B-score at 10 µM | O14649 | CHO-KCNK3 thallium flux, FluxOR fluorescence; hits give low values | 340,000 tested, 0.84% active;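 active = B-score under library mean minus 4 SD, starting fluorescence ratio at most library mean plus 5 SD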;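 also: more negative B-score means stronger inhibition of thallium flux through KCNK3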
GSK3A inh = blocks human GSK-3 alpha kinase; P49840; ADP-Glo luminescence, 60 min; inhibition, % at 10 µM; 320,000 tested, 0.1% active; AID 2650;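 in the data active = inhibition above about 50%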;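 also: GST-tagged GSK-3 alpha with peptide substrate and 25 µM ATP; 0% = DMSO neutral wells and 100% = GW8510 positive control wells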
hERG protect = shields human hERG channel from block by proarrhythmic agents; 310,000 tested, 0.51% active; AID 1511; activation (rescue from dofetilide block), less the hit threshold, % at 10 µM; CHO-hERG, FluxOR thallium flux, dofetilide IC70 present; Q12809;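 active = activation above the mean of controls blocked by dofetilide plus 5 SD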;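 also: thallium influx through hERG after potassium depolarization seen as dye fluorescence rise; in these data hits start at about 4.7%; inactives centre near -7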
Target sequence (Q12809 whole entry, looked up): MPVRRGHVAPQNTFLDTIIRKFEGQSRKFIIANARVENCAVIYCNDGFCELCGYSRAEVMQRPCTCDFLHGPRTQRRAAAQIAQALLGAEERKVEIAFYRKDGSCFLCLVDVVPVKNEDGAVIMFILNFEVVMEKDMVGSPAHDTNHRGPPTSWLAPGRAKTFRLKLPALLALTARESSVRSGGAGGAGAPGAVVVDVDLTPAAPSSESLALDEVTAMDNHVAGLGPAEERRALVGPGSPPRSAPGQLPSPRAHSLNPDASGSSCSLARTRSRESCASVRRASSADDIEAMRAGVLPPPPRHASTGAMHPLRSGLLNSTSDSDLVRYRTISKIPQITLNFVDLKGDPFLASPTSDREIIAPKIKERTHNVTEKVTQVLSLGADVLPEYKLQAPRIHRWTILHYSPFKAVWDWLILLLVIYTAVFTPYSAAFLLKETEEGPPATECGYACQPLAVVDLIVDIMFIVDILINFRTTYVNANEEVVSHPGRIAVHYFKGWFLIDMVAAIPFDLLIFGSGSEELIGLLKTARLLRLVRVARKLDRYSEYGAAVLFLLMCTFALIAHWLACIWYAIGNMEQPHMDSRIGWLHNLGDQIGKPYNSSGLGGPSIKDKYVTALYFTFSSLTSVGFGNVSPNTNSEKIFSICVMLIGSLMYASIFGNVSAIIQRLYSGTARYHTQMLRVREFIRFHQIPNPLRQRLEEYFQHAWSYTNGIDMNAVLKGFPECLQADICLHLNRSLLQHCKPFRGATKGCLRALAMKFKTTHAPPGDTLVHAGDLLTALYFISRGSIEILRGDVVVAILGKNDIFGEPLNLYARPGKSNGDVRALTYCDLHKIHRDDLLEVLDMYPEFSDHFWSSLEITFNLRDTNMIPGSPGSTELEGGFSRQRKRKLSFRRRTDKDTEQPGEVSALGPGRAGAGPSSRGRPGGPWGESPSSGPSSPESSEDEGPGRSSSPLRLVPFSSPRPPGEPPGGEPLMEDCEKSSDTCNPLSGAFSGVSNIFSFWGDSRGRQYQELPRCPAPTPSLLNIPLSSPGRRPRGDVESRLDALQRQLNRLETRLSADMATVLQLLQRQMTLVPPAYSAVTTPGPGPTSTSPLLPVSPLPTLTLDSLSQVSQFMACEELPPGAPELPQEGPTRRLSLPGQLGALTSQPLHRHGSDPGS
KCNK9 block = blocks the human KCNK9 two-pore domain potassium channel | Q9NPC2 | HEK293 KCNK9, FluxOR thallium flux fluorescence; hits give low values | B-score at 10 µM | 310,000 tested, 1.2% active | AID 488922;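 active = ratio B-score over 3 SD below the library mean, with starting fluorescence within 5 SD of its mean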;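 also: negative B-score means less thallium flux so channel inhibition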
RGS4 act = RGS4 potentiation or activation | HEK293 M3R/inducible RGS4, carbachol calcium flux Fluo4; hits give low values | B-score at 10 µM | 310,000 tested, 0.92% active;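 active = B-score of the integrated calcium signal more than 4 SD below the library mean, with starting fluorescence not abnormally high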;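 also: negative B-score means reduced calcium response which marks RGS4 activation or potentiation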
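Also added: carbachol at ECmax as muscarinic agonist stimulus; Assay system: HEK293 cells with stable M3R and inducible RGS4; Timing: overnight RGS4 induction, 30 min dye load 37 °C, 20 min compound RT; Measured by: Fluo4-AM (2 µM) calcium-flux fluorescence, kinetic read.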
DYRK1A inh = inhibitors of rat Dyrk1A kinase | Q63470 | inhibition, % at 12.5 µM | ADP-Glo luminescence, NFATc1 peptide | 310,000 tested, 0.43% active | AID 504441; in the data active = inhibition above about 50%;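 also: plate controls were vehicle with enzyme for no effect and no enzyme for full effect; many of its hits are not listed in these tables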
KCNQ1 block = inhibitors of human KCNQ1 potassium channel. P51787. CHO-K1 KCNQ1, FluxOR thallium flux fluorescence; hits give high values. B-score at 10 µM. 310,000 tested, 1.3% active. AID 2642;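 active = compounds whose thallium flux B-score, printed positive for inhibition, exceeds three library SD while starting fluorescence stays within three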;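 also: channel opened by potassium depolarization with thallium stimulus after 20 min compound exposure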
* = called active by the depositor; i = inactive; ? = inconclusive; . = not tested or not shown. Only part of the results is shown (hit frequency here may not be typical).

Below each SMILES – HDAC3 inh	GSK3beta inhib	KCNQ1 act	PolyA inh	KCNK3 inh	GSK3A inh	hERG protect	KCNK9 block	RGS4 act	DYRK1A inh	KCNQ1 block
- Cc1ccc(NC(=O)NNS(=O)(=O)c2ccc(Br)cc2)cc1
  -3	-2	i	i	i	-1	-4	i	i	4	i
- CCSC1=NCCN1C(=O)c1ccc(S(=O)(=O)N(C)C)cc1
  -6	-1	i	i	i	-2	-1	i	i	-2	i
- CC(=O)c1ccc(NC(=O)CN2CCN(c3ccccc3)CC2)cc1
  0	12	i	i	i	-2	-3	i	i	-2	i
- Cn1c(=O)n(C)c2cc(NS(=O)(=O)c3ccccc3[N+](=O)[O-])ccc21
  1	1	i	i	i	-1	0	i	i	3	i
- O=C1CC(c2ccccc2)c2cccc(F)c21 (stereo unspecified)
  9	-1	i	i	i	-2	-8	i	i	2	i
- O=C(O)c1cccnc1SC1CC(=O)N(Cc2ccccc2)C1=O (stereo unspecified)
  15	3	i	i	i	2	-4	i	i	-4	i
- COc1ccc(-c2nc(CS(=O)(=O)CC(=O)NCCCc3ccccc3)c(C)o2)cc1
  2	4	i	i	i	-3	-5	i	i	-2	i
- COc1ccc(CNC(=O)c2cc(C)nc3ccccc23)cc1OC
  -1	2	i	i	i	0	-3	i	i	7	i
- OCCC1CN(Cc2cccn2-c2nccs2)CCN1CCc1ccccc1 (stereo unspecified)
  -6	2	i	i	i	-2	-5	i	i	-2	i
- Cc1cccc(-c2nnc(SCC(=O)Nc3nc4c(s3)CCCC4)n2C)c1
  -2	-1	i	i	i	2	-7	i	i	6	i
- N/C(=N\OC(=O)c1cccs1)C1(c2ccc(Cl)cc2Cl)CC1
  5	-2	i	i	i	-3	-8	i	i	.	i
- Oc1c(Br)cc(Br)cc1CNc1ccccn1
  -7	-2	i	i	i	-2	-8	i	i	11	i
- Cc1ccc(C(=O)CSc2nnc(-c3ccccc3N)n2C)cc1
  -1	2	i	i	i	-3	-4	i	i	-7	i
- COc1ccc(/C=N/N=C2\CC3CCC2(C)C3(C)C)cc1O (stereo unspecified)
  3	0	i	i	i	-1	-9	i	i	-11	i
- COC(=O)C1=C(C)N(c2ccc(OC)cc2)C(C)=C(C(=O)OC)C1c1ccccc1
  2	3	i	i	i	-1	-5	i	i	.	i
- Cn1c(NCc2c(O)ccc3ccccc23)nc2ccccc21
  -2	-1	i	i	i	-6	-6	i	i	11	i
- CCNC(=O)/C(=C\c1ccc2c(c1)OCO2)NC(=O)c1ccc(Br)cc1
  -2	0	i	i	i	-1	-9	i	i	-3	i
- CC(CCc1ccccc1)NC(=O)COC(=O)c1cccc(N(C)C)c1 (stereo unspecified)
  -2	3	i	i	i	-2	-3	i	i	-2	i
- Cc1oc(-c2ccc(Cl)cc2)nc1CS(=O)CC(=O)NC(C)c1ccccc1 (stereo unspecified)
  4	2	i	i	i	-3	-11	i	i	-3	i
- CN(C)c1ccc(NC(=O)C2C3C=CC(C3)C2C(=O)O)cc1 (stereo unspecified)
  -11	0	i	i	i	1	-14	i	i	2	i
- C/C(=N\Nc1nc(C(=O)O)cs1)c1ccccc1
  3	1	i	i	.	0	-4	i	i	.	i
- COc1ccc(N2CCN(c3nc(-c4cccs4)nc4ccccc34)CC2)cc1
  1	2	i	i	i	-3	-17	-14*	i	-2	i
- CC(=O)Cc1nsc(NC(=O)c2ccc(-c3ccc(F)cc3)o2)n1
  -23	-1	i	i	i	-3	1	i	i	7	i
- O=C(COc1ccc(Cl)cc1)Nc1cccc(-c2ccc3nncn3n2)c1
  0	-1	i	i	i	0	-13	i	i	16	i
- CCOC(=O)Cc1nnc(NC(=O)C23CC4CC(CC(C4)C2)C3)s1
  8	-1	i	i	i	0	0	i	i	-4	i
- CCOC(=O)c1c(C)[nH]c(C(=O)CC(=O)OC)c1C
  -1	2	i	i	i	-3	-12	i	i	-24	i
- COc1ccc(N(C(=O)c2ccco2)S(=O)(=O)c2ccccc2)cc1
  ?	.	i	i	i	2	-6	i	i	-2	i
- Cn1c(N2CCN(C(c3ccccc3)c3ccccc3)CC2)nc2ccccc21
  2	-2	i	i	-13*	-2	-15	-14*	-7.1*	8	12*
- CC(=O)CC1=NC(C)(C)Cc2ccccc21
  -6	-2	i	i	i	-2	-5	i	i	-3	i
- CCC(=O)N1CCN(c2nc(-c3ccccc3)c3c(c2C#N)CCCC3)CC1
  -6	1	i	i	i	-6	-8	i	i	6	i

Records listed above shown as hits in KCNK3 inh.
compound	HDAC3 inh	GSK3beta inhib	KCNQ1 act	PolyA inh	KCNK3 inh	GSK3A inh	KCNK9 block	DYRK1A inh	KCNQ1 block
Cn1c(N2CCN(C(c3ccccc3)c3ccccc3)CC2)nc2ccccc21	2	-2	i	i	-13*	-2	-14*	8	12*

Later entries
Below each SMILES – HDAC3 inh	GSK3beta inhib	KCNQ1 act	PolyA inh	KCNK3 inh	GSK3A inh	hERG protect	KCNK9 block	RGS4 act	DYRK1A inh	KCNQ1 block
- CCCCNC(=O)O[C@@H]1C[C@H]2CCCC(=O)N3CC[C@@H](C1)[C@@H]23
  2	6	i	i	i	1	-7	i	i	-14	i
- S=C1NC2(CCCCCC2)N=C1c1ccccc1
  1	-1	i	i	i	-3	-15	i	i	3	i
- Cc1cc(=O)[nH]c(N/N=C/c2cn(CCC#N)nc2-c2ccccc2)n1
  2	0	i	i	i	0	-20	i	i	-1	i
- O=C(Nc1nccs1)c1ccc([N+](=O)[O-])cc1
  3	-3	i	i	i	0	-6	i	i	-1	i
- C=CCNC(=O)CSc1nnc(-c2ccc(S(=O)(=O)N3CCCC3)cc2)n1C
  9	-2	i	i	i	-1	-10	i	i	-4	i
- CC(=O)c1cc2c(cc1NC(=O)CCCC(=O)O)OCO2
  0	1	i	i	i	-5	-3	i	i	-3	i
- O=C(COc1ccccc1[N+](=O)[O-])N(C1CCCCC1)C1CCS(=O)(=O)C1 (stereo unspecified)
  1	0	i	i	i	0	-11	i	i	-6	i
- CCC(=O)OCCn1c(Br)nc2c1c(=O)[nH]c(=O)n2C
  1	3	i	i	i	0	-12	i	i	-3	i
- O=S(=O)(c1ccc(SCCO)nc1)N1CCCC1
  9	-2	i	i	i	-2	-8	i	i	-6	i
- CCOc1ccc(NC(=O)CN(C)C(=O)C2CC(=O)N(c3ccc4c(c3)OCCO4)C2)cc1OCC (stereo unspecified)
  -1	4	i	i	i	1	-9	i	i	-2	i
- O=C(Nc1cccc(NC(=O)c2ccco2)c1)c1ccc([N+](=O)[O-])cc1
  6	0	i	i	i	0	-11	i	i	-5	i
- O=C(c1cc2ncc(CCCl)cn2n1)N1CCCCCC1
  -3	2	i	i	i	1	-4	i	i	-4	i
- Cc1ccc(N=c2c([N+](=O)[O-])nn(-c3ccc4c(c3)OCCO4)n2O)cc1F
  1	-1	i	i	i	-1	-6	i	i	-7	i
- CNC(=S)N1CCN(c2nc(-c3ccc(F)cc3)cs2)CC1
  1	0	i	i	i	-1	-9	i	i	1	i
- COc1ccc2[nH]c3c(c2c1)CCNC3=O
  -43	12	i	i	i	2	-6	i	i	65*	i
- COC(=O)c1ccccc1CON1C(=O)C(C)(C)N(OCc2ccccc2C(=O)OC)C(=O)C1(C)C
  -2	1	i	i	i	-3	-10	i	i	1	i
- O=C(CSc1ccccc1)Nc1nnc(COc2ccc(Cl)cc2)s1
  -7	0	i	i	i	-1	-5	i	i	-4	i
- CCCN1CCC(=O)N([C@H](CSc2ccc(Br)cc2)c2ccccc2)CC1
  0	-2	i	i	i	0	-18	i	i	3	i
- CS(=O)(=O)N(CC(=O)NCc1ccco1)c1ccc2c(c1)OCO2
  5	2	i	i	i	-4	3	i	i	0	i
- O=C(Cn1nnc(-c2ccc3c(c2)OCO3)n1)NCc1ccccc1
  -3	2	i	i	i	-3	-11	i	i	.	i
- CCN(CC)S(=O)(=O)c1ccc(N=Nc2c(C)[nH]n(C(N)=S)c2=O)cc1
  5	1	i	i	i	4	1	i	i	6	i
- Cc1nnc(NC(=O)CCCN2C(=O)c3ccccc3C2=O)s1
  3	0	i	i	i	-6	-13	i	i	8	i
- CCCn1c(C)cc(C(=O)COc2ccc(S(=O)(=O)N(CC)CC)cc2[N+](=O)[O-])c1C
  4	-1	i	i	i	-1	-2	i	i	12	i
- C=CCNC(=O)/C(=C\c1ccc([N+](=O)[O-])cc1)NC(C)=O
  4	1	i	i	i	2	-5	i	i	-4	i
- CCOC(=O)c1[nH]c(C=O)c(C(=O)OCC)c1C
  8	1	13*	i	i	2	4.9*	i	i	2	i
- CCOc1ccc(S(=O)(=O)n2nc(C)cc2C)c2ccccc12
  -5	1	i	i	i	-6	-2	i	i	-6	i
- Cc1ccc(O)c(NC(=O)c2cc(C)no2)c1
  13	0	i	i	i	-3	-1	i	i	-4	i
- Cc1ccc(Oc2nccc(-c3ccc(Cl)cc3)n2)cc1
  2	1	i	i	i	-1	-13	i	i	-5	i
- CCNC(=O)CC1C(=O)N(c2ccccc2)C(=O)N1CCC(C)C (stereo unspecified)
  2	3	i	i	i	1	-5	i	i	1	i
- CC(C)C(=O)Nc1cccc(C(=O)Nc2nncs2)c1
  2	2	i	i	i	-2	-14	i	i	4	i

(further entries)
Below each SMILES – HDAC3 inh	GSK3beta inhib	KCNQ1 act	PolyA inh	KCNK3 inh	GSK3A inh	hERG protect	KCNK9 block	RGS4 act	DYRK1A inh	KCNQ1 block
- CCN(CC)C(=S)Nc1ccc(Cl)c(Cl)c1
  -2	1	i	i	i	0	-7	i	i	2	i
- CS(=O)(=O)N(CC(=O)N1CCN(c2ccccc2)CC1)c1ccccc1Cl
  -1	2	i	i	i	0	3	i	i	-6	i
- O=[N+]([O-])c1ccc(N2CCN(c3cccc(Cl)c3)CC2)cn1
  -7	-2	i	i	i	-1	-2	i	i	3	i
- O=C(NC(=S)Nc1ccccn1)c1ccc([N+](=O)[O-])cc1
  .	3	i	i	i	.	-7	i	i	-6	i
- C=CCn1c(CNc2ccc(C)cc2)nnc1SCC(=O)N/N=C/c1ccc(O)cc1O
  .	-1	i	i	i	.	-5	i	i	2	i
- CC(=O)N1CCC2(CC1)CC(=O)c1cc(OCC(=O)NCc3ccco3)ccc1O2
  -13	5	i	i	i	-2	-2	i	i	1	i
- NC(=O)CCN1CCCCC1
  0	-2	i	i	i	1	-2	i	i	-1	i
